proCasp7 act – procaspase-7 activators, primary screen, counter-screen for procaspase-3 activator project, biochemical, absorbance, HTS, human; Caspase-7 (Homo sapiens), P55210; recombinant procaspase-7, Ac-DEVD-pNA absorbance 405 nm; D23A/D198A/D206A triple mutant, cannot self-cleave; scale: DMSO 0, 5 µM enzyme 100; activation, % at 8.5 µM; 330,000 tested, 0.093% active;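 active means percent activation above the screen-wide mean plus 3 SD, cut at about 25% in these data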
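Assay system: Uncleavable procaspase-7 mutant enzyme | Input: 2 µM procaspase-7 mutant as dispensed | Timing: 1 h compound preincubation, 2 h substrate cleavage, 25 °C | Repeats: One well per compound | Control set: DMSO wells as 0%, DMSO with 5 µM added PC-7 as 100% | Technique: Epi-absorbance of released pNA at 405 nm, two timepoints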
GASC-1 inh – inhibitors of GASC-1 histone demethylase, primary screen, biochemical, fluorescence, DELFIA europium; GST-JMJD2C(1-420) H3K9me3 demethylation; 330,000 tested, 0.069% active; Lysine-specific demethylase 4C (Homo sapiens), Q9H3R0; inhibition, % at 2.35 µM;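 active means more than half of a compound's replicate wells show inhibition beyond 50%, single wells judged on their own value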;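 further: signal counts dimethyl H3K9 product captured on neutravidin plate; 0% = median of DMSO wells and 100% = 0.3 times that DMSO median; strong numbers were not always called active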
Target sequence (Q9H3R0 1-420 limits assumed): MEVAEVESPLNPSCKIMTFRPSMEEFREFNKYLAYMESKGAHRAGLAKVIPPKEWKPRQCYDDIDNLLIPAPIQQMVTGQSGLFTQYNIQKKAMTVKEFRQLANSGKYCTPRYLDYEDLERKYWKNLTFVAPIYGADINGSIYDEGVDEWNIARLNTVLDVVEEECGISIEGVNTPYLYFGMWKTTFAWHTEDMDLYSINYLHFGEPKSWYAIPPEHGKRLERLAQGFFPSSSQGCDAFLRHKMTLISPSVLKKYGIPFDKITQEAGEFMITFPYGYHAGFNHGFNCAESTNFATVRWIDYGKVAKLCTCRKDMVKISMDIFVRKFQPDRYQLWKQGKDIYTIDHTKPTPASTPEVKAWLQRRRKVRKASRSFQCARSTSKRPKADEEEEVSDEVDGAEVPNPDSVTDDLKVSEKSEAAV
CTSL1 counter – Fasciola hepatica cathepsin L1 inhibitors, primary screen, counter-screen for PFM18AAP inhibitor project, biochemical, QFRET, fluorogenic peptide substrate | recombinant F. hepatica cathepsin L1, Z-Leu-Arg-MCA fluorescence | inhibition, % at 5.96 µM | 300,000 tested, 0.49% active;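 active means inhibition above the mean of all tested compounds plus 3 SD, set per screening campaign, cut at about 17% in these data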;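 further: 0% = plate median of test compound wells and 100% = 1 µM Z-Phe-Ala-diazomethylketone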
PP5 inh – PP5 phosphatase inhibitors, primary screen, biochemical, fluorescence. Serine/threonine-protein phosphatase 5 (Homo sapiens), P53041. purified PP5c, OMFP substrate fluorescence. inhibition, % at 6.7 µM. 320,000 tested, 0.18% active. AID 1987, 2009;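 active means inhibition above the campaign's mean inhibition across all tested compounds plus 3 SD, cut at about 9.5% in these data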;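 further: 0% = DMSO only and 100% = 100 µM cantharidin control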
GRK2 inh – compounds blocking aptamer binding on GRK2 – biochemical, human GRK2, bead flow cytometry, HTS, primary screen; inhibition of aptamer binding, % at 10 µM; 330,000 tested, 0.59% active; FAM-aptamer displacement from GRK2; Beta-adrenergic receptor kinase 1 (Homo sapiens), P25098;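 active means inhibition of aptamer binding above 40%, roughly 3 SD of noise, on plates passing a quality check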;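 further: median bead fluorescence of bound FAM aptamer so fluorescent compounds give negative values; no value below 0 was filed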
Target sequence (P25098 whole entry, looked up): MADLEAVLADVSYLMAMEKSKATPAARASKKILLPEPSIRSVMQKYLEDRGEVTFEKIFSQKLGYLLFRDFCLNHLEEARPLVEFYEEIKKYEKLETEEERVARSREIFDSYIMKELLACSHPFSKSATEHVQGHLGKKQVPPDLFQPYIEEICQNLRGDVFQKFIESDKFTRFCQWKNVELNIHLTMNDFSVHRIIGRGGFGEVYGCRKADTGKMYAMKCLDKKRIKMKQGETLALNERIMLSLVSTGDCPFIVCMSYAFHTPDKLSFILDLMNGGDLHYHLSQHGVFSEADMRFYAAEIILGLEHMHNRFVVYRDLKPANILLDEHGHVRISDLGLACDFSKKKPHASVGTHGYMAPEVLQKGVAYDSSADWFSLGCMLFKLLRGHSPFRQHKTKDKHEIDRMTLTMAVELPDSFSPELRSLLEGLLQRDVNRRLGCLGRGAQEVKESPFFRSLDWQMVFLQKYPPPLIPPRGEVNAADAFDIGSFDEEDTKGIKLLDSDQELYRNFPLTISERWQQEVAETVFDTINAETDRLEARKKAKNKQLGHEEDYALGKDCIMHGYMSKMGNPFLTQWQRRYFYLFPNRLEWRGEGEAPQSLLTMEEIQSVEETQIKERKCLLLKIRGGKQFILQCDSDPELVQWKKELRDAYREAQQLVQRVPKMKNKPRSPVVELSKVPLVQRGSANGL
core dimer inh – inhibitors of HCV core protein dimerization, primary screen, biochemical, TR-FRET, high-throughput. inhibition, % at 5 µM. AID 1899, 2009. 300,000 tested, 0.33% active. TR-FRET GST/Flag-core106 dimerization, 1536-well;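 active means inhibition above the mean of all tested compounds plus 3 SD, set per screening campaign, cut at about 45% in these data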
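Assay system: tagged HCV core106 pair (GST and Flag); medium: KF-containing HEPES buffer, pH 7.45, DTT, CHAPS, BSA; also added: Eu donor and XL665 acceptor anti-tag antibodies; dosing: 5 µM single dose; timing: compound-protein-antibody incubation 4 h at 22.5 °C; signal: TR-FRET 671 and 617 nm emission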
VLA-4 inh – inhibition in human VLA-4 binding assay, primary screen, VLA-4 allosteric modulator project, MLPCN library, flow cytometry, VLA-4 expressing cells. ligand binding flow cytometry. inhibition, % (about 7 µM as worked out from the volumes in the protocol). 330,000 tested, 0.2% active; in the data active means inhibition above about 50%
proCasp3 act – activators of human procaspase-3 D3A mutant, primary screen, biochemical, absorbance, PC-3 D3A mutant, single concentration | Caspase-3 (Homo sapiens), P42574 | recombinant procaspase-3 D3A, Ac-DEVD-pNA absorbance 405 nm | activation, % at 8.5 µM | 330,000 tested, 0.11% active | AID 463141, 2010;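 active means activation above the mean of all tested compounds plus 3 SD, cut at about 21% in these data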;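 further: 0% = DMSO alone and 100% = DMSO wells spiked with extra 5 µM PC-3 D3A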
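assay system = Procaspase-3 D3A mutant | signal = absorbance at 405 nm, 0 and 120 min | times = 1 h preincubation plus 2 h reaction at 25 °C | repeats = single replicate | read-out = % activation between DMSO and enzyme-spiked controls | medium = Zinc-free HEPES saline buffer with Triton X-100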
PP1 inh – PP1-alpha phosphatase inhibitors, primary screen, counter-screen for PP5 inhibitor project, biochemical, fluorescence, OMFP substrate, single point; Serine/threonine-protein phosphatase PP1-alpha catalytic subunit (Homo sapiens), P62136; purified PP1alpha; inhibition, % at 6.7 µM; 320,000 tested, 0.9% active; AID 2235, 2010;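 active means inhibition above the mean inhibition of all tested compounds plus 3 SD, computed separately for each screening campaign, cut at about 15% in these data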
* marks the source's active call; other numbers are inactive results; · = no result given; & = joins results of further samples.

Start of the data: the first two records as a preview:
SMILES	proCasp7 act	GASC-1 inh	CTSL1 counter	PP5 inh	GRK2 inh	core dimer inh	VLA-4 inh	proCasp3 act	PP1 inh
COCCCNC(=O)C1CCN(c2nc(C)cc(C)n2)CC1	-9	-6	-4	-1.7	0	2	3	-4	-2
O=C1c2cccc3cccc(c23)C(=O)N1CC1CCCO1 (stereo not given)	4	-3	-1	1.1	0	-1	6	6	2

The whole of this part, from the first entry:
SMILES	proCasp7 act	GASC-1 inh	CTSL1 counter	PP5 inh	GRK2 inh	core dimer inh	VLA-4 inh	proCasp3 act	PP1 inh
COCCCNC(=O)C1CCN(c2nc(C)cc(C)n2)CC1	-9	-6	-4	-1.7	0	2	3	-4	-2
O=C1c2cccc3cccc(c23)C(=O)N1CC1CCCO1 (stereo not given)	4	-3	-1	1.1	0	-1	6	6	2
O=C(Cc1ccccc1)N/N=C/c1ccc(S(=O)(=O)O)o1	0	1	3	0.5	0	1	-3	7	-2
Cc1cc(C)c2cc(C(O)c3nnnn3Cc3ccccc3)c(=O)[nH]c2c1 (stereo not given)	8	13	-5	0.1	0	4	8	-9	-6
CCOc1cc(NC(=O)c2ccccn2)c(OCC)cc1NC(=O)c1ccc(Cl)cc1	-4	5	-4	-1.8	0	1	-4	7	-5
CC(=O)N/N=C(\C)CC(=O)Nc1cccc2c1CCCC2	3	2	-3	0.1	0	-1	4	1	-3
O=C(NC1CC1)C1CC(=O)N(c2ccc(F)cc2)C1 (stereo not given)	-2	-7	0	1.1	2	-14	6	4	0
CCOC(=O)C1(CCCc2ccccc2)CCN(C(=O)CCOC)CC1	2	-8	8	-0.1	0	4	0	-3	3
Cc1ccc(S(=O)(=O)N(CC(=O)Nc2ccccc2C(=O)O)c2ccc(Cl)cc2)cc1	4	-11	-3	1.8	3	21	13	1	1
CCNS(=O)(=O)c1ccc(NC(=O)c2cccnc2)cc1	1	1	-2	0.1	2	-1	16	5	-2
O=c1oc2ccccc2n1Cc1ccccc1Cl	10	5	2	-0.1	2	0	9	-1	2
O=C(CCc1ccc(S(=O)(=O)N2CCOCC2)cc1)N/N=C/c1cccc(O)c1	0	-15	-6	0.0	1	-11	-13	6	5
COc1ccc(-c2nc(CN(CC3CCC(=O)N3)C(C)C)c(C)o2)c(C)c1C (stereo not given)	9	-8	2	0.6	2	-1	12	-8	-1
Cn1nc(C(=O)NNC(=O)c2ccc(Cl)cc2)ccc1=O	1	2	3	2.4	0	-9	-9	2	-8
CCN(CC)Cc1cc(Nc2ccnc3cc(Cl)ccc23)ccc1O	-6&-5	-29&3	10&0	-2.0&-0.1	11&0	-3&-8	26	-4&1	5&-2
NNC(=S)Nc1ccc(Cl)cc1	1	13	0	1.6	2	-3	9	-9	5
CC(=O)Nc1ccc(/C(C)=N/NC(=O)c2ccc(F)cc2)cc1	-2	6	0	3.8	1	-8	20	-1	-2
O=C(Nc1ncccc1Cl)c1cccc(F)c1	0	4	-1	4.0	0	0	-7	4	-3
COC(=O)[C@@H]1CCCN1Cc1nc(Cc2ccc(OC)c(OC)c2)no1	9	-9	1	1.2	0	-1	12	3	-4
CCOC(=O)C(=O)N/N=C/c1cccc(Br)c1	5	-9	-2	0.9	0	0	4	-6	-4
CCCCCCSc1cc(-c2nc3ccc(Cl)cn3c2NC2CCCCC2)ccc1OC	-3	3	-2	2.3	5	7	5	6	-2
OCC1=C[C@@H](O)[C@@H]2C=CO[C@@H](O[C@@H]3O[C@H](CO)[C@@H](O)[C@H](O)[C@H]3O)[C@H]12	0	33	·	·	2	·	32	1	·
CC(C)CNC(=O)COC(=O)c1ccc(Cl)c(S(=O)(=O)N2CCc3ccccc32)c1	-11	5	5	2.8	0	6	-3	7	4
O=C(Nc1nc(-c2ccccc2)cs1)c1cccc(S(=O)(=O)N2CCN(Cc3ccccc3)CC2)c1	-2	-5	-1	4.0	0	22	0	2	3
COc1ccccc1C(C)NC(=O)C1CCN(S(=O)(=O)c2cccs2)CC1 (stereo not given)	9	7	·	2.0	7	·	25	-3	-6
Cc1ccc(OCCn2cc(/C=C(\C#N)C(=O)NCC3CCCO3)c3ccccc32)cc1 (stereo not given)	-5	-1	0	3.7	2	7	4	-17	4
CCc1ccc(NC(=O)CSc2nc3c(c(=O)n(C)c(=O)n3C)n2C)cc1	-12	0	1	-0.4	3	-9	-1	1	-2
CC(C)(C)OC(=O)N1CC=C2C(C#N)=C(N)C(C#N)(C#N)[C@H](c3cccnc3)[C@H]2C1	-9	-2	8	-0.6	19	-2	-8	-9	-4
COc1ccc(S(=O)(=O)NCc2cccnc2)cc1Br	4	15	-1	1.0	0	-2	3	1	-4
O=C(NCCN1CCOCC1)c1ccc2ccccc2c1	11	4	-2	-0.6	1	-3	9	-2	-1
Cc1cc(C)c2cc(CN(Cc3ccco3)C(=S)NCC3CCCO3)c(=O)[nH]c2c1 (stereo not given)	-9	-2	8	-4.3	0	10	-1	-9	7
COc1ccc(COc2ccsc2C(=O)Nc2ccc(Cl)cc2)cc1	5	-2	-2	1.0	2	5	5	2	2
c1ccc(Cc2nnc3sc(-c4ccc5c(c4)OCCO5)nn23)cc1	-5	-1	-4	0.9	1	42	-9	-8	-19
CCCOc1ccc(CC(=O)N/N=C\c2ccc(F)cc2)cc1	15	5	1	-0.1	1	3	5	-1	2
Cc1ccc(/C=N/NC(=O)C(O)c2ccccc2)o1 (stereo not given)	-3	-18	-1	-0.4	1	-4	-3	12	-3
O=[N+]([O-])c1cnccc1NC1CCCCC1	4	0	-1	0.3	0	-13	2	5	2
CC(=O)Nc1ccc(NC(=O)CSc2nc3c([nH]c4ccccc43)c(=O)n2-c2ccccc2F)cc1	8	-5	-2	3.0	3	4	-6	5	0
CC1(c2ccc(OC(F)F)cc2)NC(=O)N(CC(=O)Nc2ccc(OC(F)F)cc2)C1=O (stereo not given)	-2	6	2	1.8	1	6	3	12	5
Cc1cc2n(n1)C(c1sccc1C)Nc1c(C)cccc1-2 (stereo not given)	10	-1	-2	0.4	0	-5	-6	3	1
O=C(NN1C(=O)/C(=C/c2cccnc2)SC1=S)C(c1ccccc1)c1ccccc1	-8	7	-1	1.3	0	11	·	-7	8
COc1ccc([C@H]2CC(=O)C=C(c3ccc4[nH]ccc4c3)C2)cc1OC	-6	0	·	4.3	1	·	-2	2	1
O=C(CCC1CCCC1)N1CCN(S(=O)(=O)Cc2ccccc2)CC1	7	2	-3	-0.1	4	4	-1	2	1
O=C(Nc1ccc(Cc2ccncc2)cc1)c1ccco1	-2	-8	0	-0.1	2	-3	7	3	-3
CCN(CC)CCNC(C(=O)Nc1ccc([N+](=O)[O-])cc1Br)c1ccccc1 (stereo not given)	2	0	5	1.2	1	-4	2	3	0
CCCCOC(=O)C1=C(C)NC2(O)c3ccccc3C(=O)C12O (stereo not given)	-8	-3	-7	9.0	0	-16	11	5	0

Individual results from the results shown.
PP5 inh result of COc1ccc(COc2ccsc2C(=O)Nc2ccc(Cl)cc2)cc1 reads 1.0
PP5 inh result of O=[N+]([O-])c1cnccc1NC1CCCCC1 reads 0.3
GASC-1 inh result of O=C(CCC1CCCC1)N1CCN(S(=O)(=O)Cc2ccccc2)CC1 reads 2
proCasp3 act result of CCN(CC)CCNC(C(=O)Nc1ccc([N+](=O)[O-])cc1Br)c1ccccc1 (stereo not given) reads 3
PP1 inh result of CCCOc1ccc(CC(=O)N/N=C\c2ccc(F)cc2)cc1 reads 2

The listing continues.
SMILES	proCasp7 act	GASC-1 inh	CTSL1 counter	PP5 inh	GRK2 inh	core dimer inh	VLA-4 inh	proCasp3 act	PP1 inh
CCOC(=O)C1=C(c2ccccc2)Nc2ncnn2C1c1cccc(O)c1 (stereo not given)	-12	0	6	3.3	0	-6	-7	3	1
CCOC(=O)C1=C(C)C(c2ccccc2O)NC(=O)N1 (stereo not given)	-5	10	-2	-0.1	2	2	13	6	-3
Cn1c(N)c(C(=O)COC(=O)c2cc(C(F)(F)F)nc3ccccc23)c(=O)n(Cc2ccccc2)c1=O	2	2	2	2.4	2	-14	15	6	4
COc1ccc([C@H]2CC(=O)C=C(c3ccc(Cl)c(F)c3)C2)cc1	-2	·	·	3.5	4	·	4	-3	2
CN(C)CCNc1nc(-c2ccco2)c2c(c1C#N)CC(C)(C)OC2	-1	3	0	0.5	1	2	15	4	-3
Cc1ccc(Nc2ccc(NCc3ccccc3)nn2)cc1C	1	-9	-1	0.9	0	-11	11	1	3
CC1C(=O)N2CCCc3cc(NC(=O)C(=O)NCCc4ccc(F)cc4)cc1c32 (stereo not given)	11	112	-1	-0.1	5	0	4	8	1
Cc1ccc(NC(=S)Nc2cc(C)on2)cc1	7	-4	-8	-1.9	0	4	-1	9	-6
CCOC(=O)Cn1nc(C)c2c1CCCC2=O	-2	39	-2	-0.4	1	-8	-3	1	-1
C#CCNC(=O)C(C)c1ncc(C(F)(F)F)cc1Cl (stereo not given)	12	-8	-1	1.9	0	2	2	-2	-2
CCC1C(=O)NCCN1C(=O)CCc1nnc(CCc2ccc(OC)cc2)o1 (stereo not given)	11	-3	-3	1.4	2	-2	-2	-4	-2
CC(NC(=O)Nc1cccc(Cl)c1)C(c1cccs1)N1CCCC1 (stereo not given)	-6	46	-1	3.0	0	-11	-5	6	1
CC(=O)c1ccc(NC(=O)CSc2nc(N)c3cc4c(nc3n2)CCCC4)cc1	3	-4	-3	2.2	0	9	10	4	0
Cc1nc(NC(=O)COC(=O)CCc2nc3ccccc3s2)c(Cl)cc1Cl	3	19	-31	3.7	0	0	3	7	2
Nc1nc(CN2CCC(Cc3ccccc3)CC2)nc(Nc2ccccc2)n1	-5	-2	1	0.6	0	-4	3	0	-1
CC1CN(C(=O)c2c([N+](=O)[O-])cnn2C)CC(C)O1 (stereo not given)	10	-2	-6	0.1	4	-1	-23	-4	-1
CCOC(=O)C1=C(COC(=O)/C=C/c2ccco2)NC(=O)NC1C (stereo not given)	-13	-22	-4	0.8	3	9	-4	-4	-7
CCN1CCCc2cc(CN(CCN3CCOCC3)C(=S)Nc3cc(F)cc(F)c3)ccc21	-19	-10	-1	-0.5	0	4	-5	-7	4
CCC1CCCCN1S(=O)(=O)c1ccccc1 (stereo not given)	2	-3	1	4.0	6	-6	8	10	-1
CCC1(CC)NC(=O)N(CC(=O)Nc2cccc3ccccc23)C1=O	12	-13	·	·	0	·	7	0	·
CC1CCN(C(=O)CN(c2ccc(Cl)c(C(F)(F)F)c2)S(C)(=O)=O)CC1	1	4	2	4.2	1	5	12	2	-1

From PubChem
